Bioassay records as filed in PubChem.
NPYLR7 ag: mosquito NPYLR7 agonism; HEK293T NPYLR7/Galpha15, GCaMP6s calcium fluorescence; activation, % at 10 µM; 270,000 tested, 0.15% active; AID 1259423; in the data active means activation above about 40%;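 further: 0% = vehicle and 100% = reference agonist at the receptor; some compounds past the cut are filed as inactive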
hcGAS inh: human cGAS inhibition. inhibition, % at 12.5 µM. Q8N884. recombinant h-cGAS, ATP depletion, Kinase-Glo luminescence. 290,000 tested, 0.081% active. AID 1259398;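 further: 0% = vehicle reaction and 100% = reaction without DNA for no activity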
Target sequence (Q8N884 whole entry, looked up): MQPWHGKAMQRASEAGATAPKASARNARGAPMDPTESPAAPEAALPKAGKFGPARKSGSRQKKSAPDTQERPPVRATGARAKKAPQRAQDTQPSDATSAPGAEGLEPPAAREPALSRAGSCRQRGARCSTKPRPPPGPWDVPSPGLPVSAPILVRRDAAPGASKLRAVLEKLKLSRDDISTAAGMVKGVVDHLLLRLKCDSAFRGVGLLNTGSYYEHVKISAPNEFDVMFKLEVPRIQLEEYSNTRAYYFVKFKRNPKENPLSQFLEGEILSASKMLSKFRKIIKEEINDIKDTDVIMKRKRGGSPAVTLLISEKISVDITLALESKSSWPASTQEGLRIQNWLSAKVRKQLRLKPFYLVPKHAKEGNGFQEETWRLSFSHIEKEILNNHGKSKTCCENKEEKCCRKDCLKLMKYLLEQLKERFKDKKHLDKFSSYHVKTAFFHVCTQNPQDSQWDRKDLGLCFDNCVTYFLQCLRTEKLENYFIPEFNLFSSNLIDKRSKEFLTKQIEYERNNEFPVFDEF
mcGAS lum: inhibitors of mouse cGAS. recombinant cGAS, Kinase-Glo ATP depletion luminescence. inhibition, % at 12.5 µM. 160,000 tested, 0.15% active;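 further: 0% = negative control wells and 100% = reference inhibitor with no enzyme activity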
* marks the source's active call; other numbers are inactive results; · = not tested or not shown; & = joins results of further samples. Unless noted, no stated cut-off is given here; in the data, active means inhibition above about 40%; inactive means the rest.

SMILES | NPYLR7 ag | hcGAS inh | mcGAS lum
Cc1nn(-c2ccc(N3CCN(C(=O)C4CCCC4)CC3)nn2)c(C)c1C | -6 | -3 | -10
c1ccc(Cn2cc(Cn3ccnc3-c3ccncc3)cn2)cc1 | 3 | -1 | -17
CCN(CC)CCNC(=O)Cn1c(-c2ccc3c(c2)c2ccccc2n3CC)nc(C)c1C | 8 | 6 | ·
CCCCN(CC(=O)NCC(=O)Nc1ccc(OC)cc1)C(=O)c1ccccc1Cl | 2 | -10 | -4
CCNC(=O)C1(C)CCN1C(=O)CC(c1ccccc1)c1ccccc1 (centres undefined) | 11 | -2 | -4
COCc1ccc(C(=O)NCc2nc(-c3cccc(NC(=O)C4CCCN(C)C4)c3)oc2C)s1 (centres undefined) | 0 | -5 | -11
C=CCN(Cc1cccnc1)C(=O)CC(=O)Nc1cc(C)cc(C)c1 | -1 | 3 | -14
COc1ccc(-c2csc(C(NC(C)=O)c3ccc(F)c(F)c3)n2)cn1 (centres undefined) | -1 | 2 | ·
COC(=O)c1ccccc1NC(=O)N1CCc2ccccc2C1c1ccc(F)cc1 (centres undefined) | -3 | -9 | -8
CCN(CC)S(=O)(=O)c1cc(N2C(=O)C(C)NC2=S)ccc1Cl (centres undefined) | 4 | -4 | 14
CN(C)c1ccc(/C=C2/CCCCC2=O)cc1 | 10 | 6 | ·
CN(C)CCn1c(=O)oc2ccc(NC(=O)COc3ccc(F)cc3)cc21 | 1 | -10 | ·
COc1cccc(-n2c(-c3ccccc3)cc(C(=O)N3CCN(C(=O)Cc4cccs4)CC3)c2C)c1 | -1 | -16 | -5
C=CCN(Cc1ccccn1)c1ncnc2sc3c(c12)CCNC3 | 3 | -6 | -14
O=C(CC1C=CCC1)N1CCN(S(=O)(=O)c2ccccc2F)CC1 (centres undefined) | 3 | 1 | -9
Cc1cc(=O)[nH]c(-n2ncc(C(=O)Nc3nc4ccccc4s3)c2C)n1 | -2 | -8 | ·
O=C(Cc1ccsc1)N1CCC(n2cnc3cc(C(F)(F)F)ccc32)CC1 | 3 | 0 | -5
CN(C)S(=O)(=O)CCCN1CCCC1c1nccs1 (centres undefined) | · | -16 | -4
CCSc1nc(N2CCCCC2)c2cnn(CCNC(=O)Cc3cccs3)c2n1 | 2 | 2 | -6
CCOc1ccc(C2C(C(=O)OC)=C(C)NC3=C2C(=O)CC(c2ccccc2)C3)cc1 (centres undefined) | 5 | -7 | -5
Nc1nc(N)nc(COC(=O)C2(c3ccccc3F)CCCC2)n1 | -4 | -6 | ·
CN1CCC2(CC1)CN(C(=O)CCC(=O)c1ccc(F)cc1)CCN2C | 2 | -3 | ·
CCOc1ccc(Nc2nc(-c3c(C)nc4sccn34)cs2)cc1 | -14 | -3 | -7
FC(F)(F)c1ccnc(NCc2cccnc2-n2ccnc2)c1 | 17 | -1 | ·
COCCC1=NN(c2c(Cl)cc(Cl)cc2Cl)C(O)(C(F)(F)F)C1 (centres undefined) | -12&4 | -9&-6 | ·
O=C(CSCc1c[nH]c2ccccc12)Nc1ccc2ccccc2c1 | -8 | -3 | ·
CCn1c(C2CCN(C/C=C/c3ccc(F)cc3)CC2)n[nH]c1=O | 9 | -4 | -15
Cc1ccc(C(=O)N2CCN(C(=O)c3ccc(C)n3C)[C@@H](C)C2)n1C | -2 | -4 | ·
CN(C1=NC(=O)CS1)c1ccc(O)cc1 | 1 | 5 | ·
O=C(NC(C(=O)N/N=C\c1ccc([N+](=O)[O-])o1)c1n[nH]c(=O)c2ccccc12)c1ccccc1 (centres undefined) | -9 | -3 | -5
O=S(=O)(c1cccc2nsnc12)N1CCN(c2cccc(C(F)(F)F)c2)CC1 | -2 | 2 | ·
Nc1cc(Cl)ccc1NCC1CCCCC1 | -6 | -21 | ·
CN(C)CCCN(C(=O)c1ccco1)c1nc2ccc(F)cc2s1 | 1 | -5 | -7
O=C(COc1ccc(Cl)cc1)N1CCCN(c2nc(C3CCOCC3)nc3c2cnn3-c2ccccc2)CC1 | -8 | -4 | -11
O=C(c1ccc(N2CCC(NCCOc3cccnc3)CC2)cc1)N1CCc2ccccc2C1 | -4 | 2 | -3
Cc1cccc(NC(=O)CN(C)C(=O)c2ccc3n[nH]nc3c2)c1C | 2 | 2 | ·
Cc1cc(C)cc(C(=O)N2CCN(C(=O)c3cc(C4CC4)[nH]n3)CC2)c1 | 5 | -2 | ·
CN1CC(=O)N2CCN(Cc3cccc(-c4ccco4)c3)CC2C1=O (centres undefined) | 3 | 0 | -10
O=C(O)c1ccc(OC(C(=O)N2CCCCC2)c2ccccc2)cc1 (centres undefined) | 3 | -11 | ·
C=CCNC(=O)C(C#N)c1nc2ccccc2[nH]c1=O (centres undefined) | -3 | 3 | ·
CCOC(=O)/C(C#N)=C\C1=C(N2CCOCC2)CC(C)(C)OC1 | -6 | -6 | ·
CN1CCC(N2CCC3(CC2)CC(c2ccccc2)C(=O)N(C2CC2)C3)CC1 (centres undefined) | · | -9 | -4
Cc1cc(C)[n+]2nc(-c3ccccc3)oc2n1 | -3 | -1 | ·
Cn1ccnc1-c1ccc(N2CCCC(CO)(Cc3ccccc3F)C2)nn1 (centres undefined) | 21 | -3 | -14
Cc1csc(=Nc2ccc(Cl)cc2)n1N1CCOCC1 | -7 | -3 | -8
O=c1cc(CSc2nnc(-c3sc4ccccc4c3Cl)o2)nc2sccn12 | -2 | -5 | ·
COc1ccc(CN(C)C(=O)CN(C)Cc2cnc(C)s2)cc1 | 3 | -7 | ·
Cc1ccsc1-c1nc(CN(C)Cc2cnn(C)c2C)c(C)o1 | 3 | -9 | ·
COc1ccccc1Cn1c(C)c(C(=O)NCc2ccc(F)cc2)sc1=O | 15 | -7 | ·
N#CCCN(NC(=O)c1ccccc1)C1=NS(=O)(=O)c2ccccc21 | -18 | 5 | 1
CC(C)N1CCNC(=O)C1CC(=O)NCC1(Cn2cccn2)CC1 (centres undefined) | 7 | -8 | ·
Cc1csc(=Nc2ccccc2)n1C1CCCC1 | 1 | -6 | -5
O=C(NCc1ccccn1)c1ccc(SCc2ccccc2)nc1 | -6 | 2 | -1
COc1cccc(NC(=O)N2CCCC(c3nnc(CC(C)(C)C)o3)C2)c1 (centres undefined) | -4 | -4 | -8
C=CCNC(=O)C(NC(=O)c1cccc(C)c1)C1CCN(S(=O)(=O)C(C)C)CC1 (centres undefined) | -4 | -2 | -2
CCn1cc(C(CC(=O)NC2CCCCC2)c2cc(OC)cc(OC)c2)c2ccccc21 (centres undefined) | · | 4 | 2
O=C(c1cccc(Cn2cccn2)c1)N1CCC(Nc2ncccn2)CC1 | 2 | -2 | ·
COc1cccc(NC(=O)CN2CN(c3ccccc3)C3(CCN(C(=O)Nc4ccccc4OC)CC3)C2=O)c1 | · | -10 | -9
COc1ccc(-c2nc(CSc3nc4c(c(=O)[nH]3)CCC4)c(C)o2)cc1 | 5 | -3 | -10
COc1ccc2nc(CNC(=O)CN3CCC(C)=N3)[nH]c2c1 | 24 | -1 | ·
Other entries
SMILES | NPYLR7 ag | hcGAS inh | mcGAS lum
COc1ccc(CCN(Cc2ccc(C)o2)C(=O)CN(CC2CCCO2)S(=O)(=O)c2ccc(Cl)cc2)cc1OC (centres undefined) | 2 | 2 | -1
CCCNC(=O)CSc1nc(=O)n2cc(C)ccc2n1 | 9 | -2 | -6
COCCNC(=O)C(NC(=O)c1ccccc1Cl)C1CCN(C(=O)c2ccco2)CC1 (centres undefined) | 3 | -6 | -5
COCCN(CC(=O)N1N=C(c2cccs2)CC1c1cccn1C)C(=O)NC(C)(C)C (centres undefined) | 5 | -5 | ·
CC#CCN(Cc1ccco1)C(=O)c1cn(CC(=O)N(CC)CC)nn1 | 11 | -7 | -11
CN(Cc1nc(COc2ccccc2)no1)CC1(c2ccccc2)CC1(C)C (centres undefined) | -1 | 1 | -3
Cc1ccc2nc(CCCNC(=O)c3cc4n(n3)CCCN(C)C4)oc2c1 | 2 | -4 | -20
CCOc1cc(/C=N\n2c(C)nnc2-n2nc(C)cc2C)ccc1OC | -1 | -8 | -8
C#CCn1c(O)c(N=NC(=O)CNC(=O)c2cccc(Br)c2)c2ccccc21 | -3 | 3 | ·
Cc1ccccc1-n1ncc(C(C)NC(=O)c2nn(C)c(=O)c3ccccc23)c1C (centres undefined) | 9&10 | -5&-5 | -8
CCOc1ccccc1NC(=O)N(CCOC)CC(=O)Nc1cc(C(C)(C)C)nn1-c1ccc(Cl)c(Cl)c1 | 9 | -2 | -3
CCOC(=O)C1(Cc2cccc(OC)c2)CCN(CC2=Cc3cc(OC)ccc3OC2)CC1 | -1 | 2 | ·
CC(C)C(=O)N1CCC1(C)C(=O)Nc1sccc1C#N (centres undefined) | 6 | -18 | -8
O=[N+]([O-])c1c2n(c(C3CCCC3)nc1=S)CCCCC2 | -3 | -7 | ·
COc1cccc(OCC(=O)c2ccc3c(c2)N(C(C)C(=O)NC(C)C)C(=O)CO3)c1 (centres undefined) | · | -1 | -5
O=C1CC(c2ccccc2)CC2=Nc3ccccc3NC(c3ccco3)C12 (centres undefined) | -1 | -5 | -5
COc1ccccc1-c1ccc(C(=O)N2CCOC(C(F)(F)F)C2)cc1 (centres undefined) | 4 | -1 | -3
Cc1cc(C)n2[nH]c(=O)c([N+](=O)[O-])c2n1 | 0 | -2 | ·
CCC(=O)N(CCOC)Cc1cc(NC(=O)c2ccccc2Cl)ccc1N(C)C | -4 | -6 | -8
Cc1cc(N2CCOCC2)nc(Nc2ccc(NS(=O)(=O)c3cc(C(C)C)ccc3C)cc2)n1 | 11 | -7 | ·
C=CCOC1C[C@](OCc2cccc(F)c2)(C(=O)NCCN2CCOCC2)C[C@H]2OC(C)(C)O[C@@H]12 (some centres undefined) | 3 | -4 | -7
O=S(=O)(c1ccccc1C(F)(F)F)N1CCN(c2nc3nccc(-c4ccc(Cl)c(Cl)c4)n3n2)CC1 | 3 | -7 | -8
CN(Cc1cc2n(n1)CCNC2)Cc1nc2ccc(F)cc2[nH]1 | 17 | -3 | ·
CC(=O)Nc1cccc(-c2ccnc3c2CC(C)(C(=O)NC(C)C)O3)c1 (centres undefined) | -15 | -3 | -7
C=CCNC(=O)C(NC(=O)c1cccs1)C1CCN(C(=O)C2CC2)CC1 (centres undefined) | -1 | -5 | -4
CCc1nc2ccc(C(=O)NCc3ccc(OC)cc3)cn2c1N(C)CCC(C)C | -4 | -2 | -2
CCCC1CN(CC(C)(C)CN(C)C)C(=O)c2cccnc2O1 (centres undefined) | 8 | -5 | -5
CCOc1ccc(-c2noc(CCC(=O)NCc3c(C)cc(C)[nH]c3=O)n2)cc1 | 7 | -8 | ·
CC(C)NC(=S)Nc1ccccn1 | 0 | 1 | -5
COc1ccc(NC(=O)Cn2nc(C)c3cnn(-c4ccc(C)c(C)c4)c3c2=O)cc1OC | 8 | -7 | ·
COc1ccccc1N1CCN(C(=O)Nc2n[nH]c(Cc3ccccc3)n2)CC1 | 0 | -14 | ·
COCCCN(CC(=O)N1CCc2sccc2C1COc1ccccc1F)C(=O)c1cccc(OC)c1 (centres undefined) | -6 | -5 | -5
C=CCN(Cc1csc(COc2ccccc2C(C)C)n1)C(C)=O | -1 | -3 | -7
C[C@@]12C(=O)Nc3ccccc3[C@@H]1[C@@H](C(N)=O)CN2C(=O)c1ccccc1 | 3 | -6 | -6
O=C(CN1CCCC1CO)N1CCN(C(=O)C2CC2)CC1 (centres undefined) | 7 | 5 | ·
Cc1noc(-c2ccc(C(C)(C)C)cc2)c1C(=O)NC(C)CCc1ccccc1 (centres undefined) | -1 | -7 | -7
C/C(=C/C(=O)N1CCN(c2cnccn2)CC1)C12CC3CC(CC(C3)C1)C2 | 1 | -7 | -17
O=C(CSc1ccc(-c2ccc(-n3ccnc3)cc2)nn1)Nc1nccs1 | -9 | -7 | -7
CCn1ncnc1CN1C[C@H](N)C[C@H]1C(=O)NC(C)C | 0 | 0 | ·
Fc1ccc(C2CCCN2Cc2cc(-c3ccccn3)no2)cc1 (centres undefined) | 2 | -5 | -16
COc1cn(CC(=O)NCc2ccc3c(c2)OCO3)c(CSc2nccc(C)n2)cc1=O | -5 | 3 | 5
CCOc1ccc2nc(N)sc2c1 | -3 | -7 | -8

Look-ups from the entries so far:
O=C(NC(C(=O)N/N=C\c1ccc([N+](=O)[O-])o1)c1n[nH]c(=O)c2ccccc12)c1ccccc1 (centres undefined) – hcGAS inh = -3
CCNC(=O)C1(C)CCN1C(=O)CC(c1ccccc1)c1ccccc1 (centres undefined) – NPYLR7 ag = 11
CCCC1CN(CC(C)(C)CN(C)C)C(=O)c2cccnc2O1 (centres undefined) – NPYLR7 ag = 8
COc1cccc(NC(=O)CN2CN(c3ccccc3)C3(CCN(C(=O)Nc4ccccc4OC)CC3)C2=O)c1 – hcGAS inh = -10

Full records, quoted from the list. Screens in order: NPYLR7 ag, hcGAS inh, mcGAS lum
Listed for CCOc1ccc(Nc2nc(-c3c(C)nc4sccn34)cs2)cc1 = -14, -3, -7
Listed for CCOc1cc(/C=N\n2c(C)nnc2-n2nc(C)cc2C)ccc1OC = -1, -8, -8
Listed for Cc1ccsc1-c1nc(CN(C)Cc2cnn(C)c2C)c(C)o1 = 3, -9, ·
Listed for O=C(c1cccc(Cn2cccn2)c1)N1CCC(Nc2ncccn2)CC1 = 2, -2, ·
Listed for Cc1noc(-c2ccc(C(C)(C)C)cc2)c1C(=O)NC(C)CCc1ccccc1 (centres undefined) = -1, -7, -7

The order is random. Share with any hit: about 0.27%.
